Screening data deposited in PubChem by NMMLSC.
Bcl-W Bim block: inhibitors of Bim binding to Bcl-W, primary screen, biochemical, multiplexed, bead-based flow cytometry; hit rate 0.02% among 190,000; AID 952, 2007; Bim peptide-Bcl-W binding; inhibition, % at 10 µM;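 also: 0% = bound tracer without compound and 100% = peptide blocker; higher means less fluorescent Bim peptide bound to Bcl-W beads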
Target sequence (Q92843 whole entry, looked up): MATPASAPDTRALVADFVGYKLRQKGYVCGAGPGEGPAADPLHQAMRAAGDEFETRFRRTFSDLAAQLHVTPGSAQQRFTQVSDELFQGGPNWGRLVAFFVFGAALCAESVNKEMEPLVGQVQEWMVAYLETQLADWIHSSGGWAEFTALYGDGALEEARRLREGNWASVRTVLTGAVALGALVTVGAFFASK
Bim-Bcl-2: inhibitors of Bim-Bcl-2 binding, primary screen, biochemical, multiplexed, human Bcl-2 family. Apoptosis regulator Bcl-2 (Homo sapiens), P10415. Bead-based flow cytometry, Bim peptide-Bcl-2 binding. inhibition, % at 10 µM. hit rate 0.06% among 190,000; in the data active = inhibition above about 40%; inconclusive = no clear call, values can overlap the other calls;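 also: 0% = no compound wells with probe peptide and 100% = reference peptide inhibitor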
Target sequence (P10415 whole entry, looked up): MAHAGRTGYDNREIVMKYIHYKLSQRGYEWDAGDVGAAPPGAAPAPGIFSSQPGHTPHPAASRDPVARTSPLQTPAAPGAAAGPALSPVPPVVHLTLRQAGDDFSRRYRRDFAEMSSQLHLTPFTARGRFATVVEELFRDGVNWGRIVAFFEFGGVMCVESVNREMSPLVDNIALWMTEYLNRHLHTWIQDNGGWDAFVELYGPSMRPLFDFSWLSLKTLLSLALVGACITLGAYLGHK
Bim-Bcl-B: inhibitors of Bim-Bcl-B binding, primary screen, biochemical, multiplexed, human Bcl-2 family | bead-based flow cytometry, Bim peptide-Bcl-B binding | inhibition, % at 10 µM | hit rate 0.073% among 190,000 | AID 951, 2007 | Bcl-2-like protein 10 (Homo sapiens), Q9HD36;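 also: 0% = tracer peptide without compound and 100% = reference inhibitor peptide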
Mcl-1 Bim block: inhibitors of Bim peptide binding to Mcl-1, primary screen, biochemical, bead-based flow cytometry, multiplex; Induced myeloid leukemia cell differentiation protein Mcl-1 (Homo sapiens), Q07820; hit rate 0.1% among 190,000; inhibition, % at 10 µM; AID 1009, 2008; Bim peptide-Mcl-1 binding;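 also: 0% = no compound tracer wells and 100% = peptide blocker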
ABCG2 inh: ABCG2 efflux pump inhibitors, primary screen, multiplex with ABCB1, IgMXP3 cells, flow cytometry. JC-1 efflux. inhibition, % at 6.6 µM. hit rate 0.1% among 190,000;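 active = inhibition above 80%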;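 also: 0% = DMSO and 100% = nicardipine control wells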
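material = IgMXP3 (ABCG2) plus far-red-tagged CCRF-Adr (ABCB1) cells | amount = 3 million cells/mL, equal mix of both lines | also added = JC-1 transporter substrate | dosing = one concentration, 6.6 µM final | schedule = 10 min at 25 °C | measured by = flow cytometric JC-1 green MFI at 530 nm | read-out basis = percent efflux inhibition, scaled nicardipine 100% to DMSO 0%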
RGS7-Gao reg: RGS7-Galphao binding modulators, primary screen, biochemical, multiplexed bead flow cytometry | hit rate 0.35% among 220,000 | binding response (% of control), % at 10 µM | actives lie on both sides; in the data active = binding response below about 49% or above about 150%; inconclusive = no clear call, values can overlap the other calls; inactive = in between;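 also: fluorescent Galphao held in activated GDP-AlF4 state binding bead-coupled RGS7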
Target sequence (P09471 whole entry, looked up): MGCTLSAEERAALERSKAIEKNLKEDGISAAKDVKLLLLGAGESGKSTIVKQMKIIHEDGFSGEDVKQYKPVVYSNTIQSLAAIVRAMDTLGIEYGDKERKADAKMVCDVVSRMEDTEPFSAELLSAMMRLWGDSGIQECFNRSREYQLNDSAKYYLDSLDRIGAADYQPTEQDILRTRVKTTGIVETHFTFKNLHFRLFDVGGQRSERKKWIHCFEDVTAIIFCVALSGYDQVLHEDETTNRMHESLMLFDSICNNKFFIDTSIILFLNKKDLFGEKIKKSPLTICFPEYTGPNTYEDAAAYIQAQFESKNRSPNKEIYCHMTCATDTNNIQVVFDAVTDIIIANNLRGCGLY
RGS4-Gao reg: modulators of RGS4 binding to Galphao, primary screen, biochemical, multiplexed bead flow cytometry | binding response (% of control), % at 10 µM | hit rate 0.33% among 220,000 | actives lie on both sides | AID 1415, 2008 | Guanine nucleotide-binding protein G(o) subunit alpha (Homo sapiens), P09471; in the data active = binding response below about 49% or above about 150%; inactive = in between;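 also: fluorescent Galphao activated with aluminum fluoride binding bead-coupled RGS4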
RGS8-Gao: RGS8-Galphao binding modulators, primary screen, biochemical, multiplexed bead flow cytometry | actives lie on both sides | hit rate 0.34% among 220,000 | Guanine nucleotide-binding protein G(o) subunit alpha (Homo sapiens), P09471 | response (percent of control binding), % at 10 µM | AID 1423, 2008; in the data active = response below about 60% or above about 140%; inactive = in between;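 also: Galphao activated as the GDP aluminium fluoride complex binding bead-coupled RGS8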
Bim-Bcl-XL: inhibitors of Bim-Bcl-XL binding, primary screen, biochemical, multiplexed, bead flow cytometry, human Bcl-XL; Bcl-2-like protein 1 (Homo sapiens), Q07817; Bim peptide-Bcl-XL binding, fluorescence; inhibition, % at 10 µM; hit rate 0.04% among 190,000; AID 1007, 2008
Target sequence (Q07817 whole entry, looked up): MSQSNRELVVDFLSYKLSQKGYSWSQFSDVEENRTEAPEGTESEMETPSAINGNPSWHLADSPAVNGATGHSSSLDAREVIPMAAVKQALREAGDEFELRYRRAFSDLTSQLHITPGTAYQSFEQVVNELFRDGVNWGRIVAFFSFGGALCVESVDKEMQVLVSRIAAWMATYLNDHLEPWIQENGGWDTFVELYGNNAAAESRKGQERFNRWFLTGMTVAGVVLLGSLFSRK
ABCB1 block: ABCB1 efflux pump inhibitors, primary screen, cell-based, multiplex, flow cytometry, ABCG2 counter-screen; inhibition, % at 6.6 µM; ATP-dependent translocase ABCB1 (Homo sapiens), P08183; CCRF-Adr cells, JC-1 efflux; hit rate 0.067% among 190,000; in the data active = inhibition above about 40%;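 also: 0% = vehicle and 100% = reference inhibitor; higher value means more JC-1 retained so stronger ABCB1 efflux block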
Bim-Bfl-1: inhibitors of Bim binding to Bfl-1, primary screen, biochemical, multiplexed, bead-based flow cytometry | Bim-Bfl-1 binding inhibition | inhibition, % at 10 µM | hit rate 0.12% among 190,000 | AID 1008, 2008;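 also: 0% = wells without compound plus tracer and 100% = blocker peptide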
Numbers without * were called inactive; ? = inconclusive; . = no result given; [ ] = dose if it differs, or a comment. Rule as the data show it, unless noted: active = inhibition above about 40%. Random draw from the library; any-hit rate near 0.94%.

SMILES | Bcl-W Bim block | Bim-Bcl-2 | Bim-Bcl-B | Mcl-1 Bim block | ABCG2 inh | RGS7-Gao reg | RGS4-Gao reg | RGS8-Gao | Bim-Bcl-XL | ABCB1 block | Bim-Bfl-1
CCCCOCCCNC(=O)N[C@@H](CC(C)C)C(=O)O | 0.0 | -8.0 | -5.0 | -2.0 | 0.1 | 95.2 | 98.2 | 100.9 | -5.0 | 0.1 | -11.0
COc1ccc(C(=O)N2CCN(c3cccc(Cl)c3)CC2)cc1 | 1.0 | 1.0 | -3.0 | 0.0 | 1.2 | 104.0 | 98.8 | 102.2 | -7.0 | 0.4 | 0.0
C/C(=N\NC(=O)CC#N)c1cc2ccc(O)cc2oc1=O | 2.0 | 1.0 | -1.0 | 2.0 | 1.1 | 98.3 | 99.5 | 98.7 | -1.0 | -0.4 | -2.0
Cc1ccc(S(=O)(=O)Nc2ccccc2C(=O)NCc2cccnc2)cc1 | 1.0 | 3.0 | 10.0 | 0.0 | 2.1 | 106.3 | 101.2 | 99.4 | 0.0 | 0.5 | 2.0
Cc1ccc(SCc2nc3ccccc3n2CC(=O)Nc2ccccc2)cc1 | 0.0 | -5.0 | -2.0 | 0.0 | 1.6 | 98.0 | 105.0 | 98.9 | -1.0 | 0.7 | -1.0
O=C(C[n+]1ccc(/C=N/O)cc1)N(Cc1ccccc1)Cc1ccccc1 | 1.0 | -5.0 | -3.0 | -1.0 | 3.2 | 101.8 | 101.8 | 104.6 | -2.0 | 0.5 | -8.0
Cc1nn(Cc2cccc(C(=O)Nc3ccn(Cc4c(F)c(F)cc(F)c4F)n3)c2)c(C)c1[N+](=O)[O-] | 2.0 | -7.0 | -7.0 | 0.0 | 9.6 | 97.5 | 101.7 | 106.1 | -7.0 | 11.2 | -13.0
Cc1nc2sc(C(c3ccccc3)N3CCOCC3)c(O)n2n1 (stereo not drawn) | -2.0 | -4.0 | -2.0 | -4.0 | 3.3 | 98.8 | 102.3 | 101.8 | -4.0 | 0.0 | -1.0
CCOC(=O)c1ccc(NC(=O)COC(=O)c2cccc(Oc3ccccc3)c2)cc1 | -2.0 | -5.0 | -5.0 | -5.0 | -2.0 | 101.2 | 103.8 | 103.0 | -7.0 | -0.4 | 0.0
CCCN(CC1CC1)C(=O)COC(=O)c1ccc2c(c1)C(=O)N(c1ccc(OCC)cc1)C2=O | 0.0 | 0.0 | -2.0 | 1.0 | 3.2 | 103.0 | 101.5 | 103.9 | -2.0 | 1.1 | 0.0
CCOC(=O)c1c(NC(=O)Cn2nnc(-c3ccc(Cl)cc3)n2)sc(CC)c1C | 0.0 | -1.0 | -7.0 | 5.0 | 4.4 | 102.7 | 101.5 | 101.5 | -4.0 | 0.8 | -13.0
CCN1C(=O)/C(=C2/Sc3ccc(OC)cc3N2C)SC1=Nc1cccc(O)c1 | 2.0 | -4.0 | -4.0 | 1.0 | 0.2 | 98.6 | 100.0 | 100.8 | -1.0 | 0.0 | -5.0
O=C(NC(Cc1c[nH]c2ccccc12)C(=O)O)/C(=C/c1ccco1)NC(=O)c1ccccc1 (stereo not drawn) | -3.0 | -5.0 | -7.0 | -2.0 | 26.8 | ? | 100.7 | 100.2 | -5.0 | 0.7 | -7.0
O=C(CN1CCN(S(=O)(=O)c2ccc(Br)cc2)CC1)N/N=C/c1cc([N+](=O)[O-])ccc1Cl | -6.0 | -5.0 | -4.0 | -2.0 | 19.5 | 101.6 | 97.8 | 102.9 | -3.0 | 1.9 | -4.0
CCOC(=O)N1CCN(C(=O)c2nn(-c3cc(OC)cc(OC)c3)c(=O)c3ccccc23)CC1 | -2.0 | 0.0 | -2.0 | -1.0 | 3.0 | 106.7 | 106.1 | 102.8 | -1.0 | 1.4 | -3.0
O=C(O)c1cc(NC(=O)C2CCCO2)cc(NC(=O)C2CCCO2)c1 (stereo not drawn) | -2.0 | -10.0 | -7.0 | -1.0 | 6.8 | 90.0 | 87.9 | 96.3 | 7.0 | 1.6 | -16.0
Cc1ccc(CNC(=O)C(OC(=O)c2ccco2)C(C)C)cc1 (stereo not drawn) | 0.0 | 3.0 | -13.0 | -53.0 | 1.3 | 98.4 | 104.2 | 94.9 | 5.0 | -0.5 | 2.0
CCN(CC)C(=O)Nc1ccc(C(=O)OC)cc1 | 3.0 | -13.0 | -7.0 | 0.0 | 0.6 | 104.1 | 107.9 | 104.4 | 2.0 | 0.0 | -12.0
COc1ccc(-c2cc3nc(C)cc(N4CC(C)CC(C)C4)n3n2)cc1 (stereo not drawn) | . | ? | . | . | 2.7 | 95.5 | 93.5 | 99.2 | . | -0.2 | .
COc1nccnc1NS(=O)(=O)c1ccc(NC(=S)NC(=O)/C=C/c2ccccc2)cc1 | -1.0 | -4.0 | -2.0 | -4.0 | 49.2 | 97.6 | 98.0 | 96.8 | -7.0 | -0.4 | -6.0
COc1ccc(CC(=O)NNS(=O)(=O)c2ccc3ccccc3c2)cc1OC | -2.0 | -2.0 | -6.0 | 0.0 | 1.3 | 92.9 | 92.9 | 102.2 | -4.0 | -0.1 | 0.0
COc1cccc(C(=O)Nc2cc(C(=O)NCCc3ccccc3)ccc2Cl)c1 | 1.0 | -7.0 | -6.0 | -1.0 | 0.7 | 99.7 | 106.2 | 101.7 | -2.0 | 0.2 | -11.0
CCCN(CCC)S(=O)(=O)c1ccc2c(c1)CCCN2C(C)=O | 0.0 | -1.0 | -2.0 | 1.0 | 3.7 | 103.6 | 106.9 | 100.9 | 5.0 | 0.6 | -6.0
CCOC(=O)C1CCN(C(=O)c2oc3ccc(S(=O)(=O)N4CCCCCC4)cc3c2C)CC1 | -1.0 | -3.0 | -1.0 | -3.0 | 3.0 | 99.8 | 103.8 | 101.6 | -3.0 | 1.8 | -3.0
CC(=O)NCCn1c(SCC(=O)NCCc2ccc(S(N)(=O)=O)cc2)nc2ccccc2c1=O | 0.0 | -5.0 | -7.0 | 0.0 | -0.3 | 102.7 | 103.1 | 100.7 | -3.0 | -0.1 | -8.0
CCOC(=O)C1CCCN(c2c(NCCN3CCCCC3CC)c(=O)c2=O)C1 (stereo not drawn) | 0.0 | -1.0 | 3.0 | -3.0 | 0.3 | 106.0 | 109.1 | 115.7 | -3.0 | -0.1 | -2.0
O=c1[nH]ncn2cccc12 | -1.0 | -3.0 | 0.0 | -1.0 | 0.3 | 100.5 | 99.2 | 98.2 | -2.0 | 0.1 | -2.0
NC(=O)CSc1nnc2ccc(-c3ccco3)nn12 | 0.0 | 4.0 | 2.0 | 2.0 | -1.6 | 78.9 | 89.9 | 90.4 | 3.0 | 0.4 | 9.0
CNCc1ccccc1Sc1ccc(OC)cc1 | -1.0 | -11.0 | -5.0 | -3.0 | 13.7 | 100.8 | 100.6 | 101.2 | -9.0 | 1.8 | -16.0
CC1CCN(c2nc(Cl)nc(Nc3ccc([N+](=O)[O-])cc3)n2)CC1 | -2.0 | -3.0 | -9.0 | -3.0 | 2.8 | 99.9 | 98.3 | 99.8 | -4.0 | 0.3 | -4.0
CCOc1ccc(/C=C2/C(=N)N3OC(C)=CC3=NC2=O)cc1OC | -3.0 | 0.0 | -7.0 | -3.0 | 11.1 | 104.3 | 103.9 | 101.7 | 0.0 | 0.7 | -3.0
COCC(C)NCc1cccc([N+](=O)[O-])c1 (stereo not drawn) | -1.0 | -5.0 | -5.0 | 0.0 | 1.1 | 101.3 | 96.3 | 100.2 | -1.0 | 0.1 | -3.0
CCc1cc2c(=O)n(Cc3ccco3)c(SCC(=O)NC3CCS(=O)(=O)C3)nc2s1 (stereo not drawn) | -3.0 | -4.0 | -8.0 | -3.0 | 10.4 | ? | 97.3 | 96.8 | -4.0 | 0.9 | -3.0
Cc1ccc(CN2CCN(CC(=O)NC(C)c3ccc4c(c3)OCCO4)C2=O)cc1 (stereo not drawn) | 0.0 | -7.0 | -4.0 | -1.0 | 1.4 | 92.5 | 94.5 | 95.3 | -2.0 | 1.4 | -10.0
CCn1c(SCC(=O)Nc2cc(OC)ccc2OC)nnc1C1CCCCC1 | -2.0 | -8.0 | -8.0 | -4.0 | 17.8 | 101.3 | 104.1 | 102.5 | -8.0 | 1.1 | -18.0
COC(=O)Cc1c(C)nc2nc(NCc3ccc(Cl)cc3)[nH]n2c1=O | -2.0 | -2.0 | 0.0 | -1.0 | 1.8 | 150.7*[activator] | 155.0*[activator] | 117.6 | 1.0 | 0.3 | -2.0
CCCCOC(=O)C(C)Oc1ccc(=O)n(-c2ccccc2)n1 (stereo not drawn) | 0.0 | -3.0 | -3.0 | -1.0 | 2.5 | 99.5 | 99.9 | 101.0 | -3.0 | 0.7 | -1.0
CCCN1C(=O)COc2ccc(C(=O)c3ccccc3C(=O)O)cc21 | 0.0 | -6.0 | -4.0 | -1.0 | 1.8 | 94.6 | 93.3 | 97.0 | -4.0 | 0.5 | -7.0
COc1ccccc1CNCC(O)(c1ccc(Cl)cc1)c1ccc(Cl)cc1 | -7.0 | 0.0 | -2.0 | -2.0 | 8.9 | 106.1 | 106.2 | 105.7 | -3.0 | 7.1 | -2.0
CCOC(=O)c1c(C)c(C(=O)NC(C)COC)c(C)n1C (stereo not drawn) | -2.0 | -3.0 | -1.0 | -1.0 | 4.2 | 100.8 | 103.3 | 100.0 | -1.0 | 0.3 | -2.0

Exported field by field: 3 of the compounds above.
CC1CCN(c2nc(Cl)nc(Nc3ccc([N+](=O)[O-])cc3)n2)CC1
  Bcl-W Bim block: -2.0	Bim-Bcl-2: -3.0	Bim-Bcl-B: -9.0	Mcl-1 Bim block: -3.0	ABCG2 inh: 2.8	RGS7-Gao reg: 99.9	RGS4-Gao reg: 98.3	RGS8-Gao: 99.8	Bim-Bcl-XL: -4.0	ABCB1 block: 0.3	Bim-Bfl-1: -4.0
CCCN1C(=O)COc2ccc(C(=O)c3ccccc3C(=O)O)cc21
  Bcl-W Bim block: 0.0	Bim-Bcl-2: -6.0	Bim-Bcl-B: -4.0	Mcl-1 Bim block: -1.0	ABCG2 inh: 1.8	RGS7-Gao reg: 94.6	RGS4-Gao reg: 93.3	RGS8-Gao: 97.0	Bim-Bcl-XL: -4.0	ABCB1 block: 0.5	Bim-Bfl-1: -7.0
COC(=O)Cc1c(C)nc2nc(NCc3ccc(Cl)cc3)[nH]n2c1=O
  Bcl-W Bim block: -2.0	Bim-Bcl-2: -2.0	Bim-Bcl-B: 0.0	Mcl-1 Bim block: -1.0	ABCG2 inh: 1.8	RGS7-Gao reg: 150.7*[activator]	RGS4-Gao reg: 155.0*[activator]	RGS8-Gao: 117.6	Bim-Bcl-XL: 1.0	ABCB1 block: 0.3	Bim-Bfl-1: -2.0
